Screening data (PubChem BioAssay)
HIF act = HIF pathway transcriptional activators, primary screen, cell-based, U2OS HRE-luciferase, luminescence; activation, % at 7.5 µM (by protocol); U2OS HRE-luciferase reporter; normalized: DMSO 0%, desferrioxamine 100%; 0.32% of 300,000 active;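 active = mean activation of at least 10% of the iron chelator positive control signal, with at least half of replicates also reaching 10%; inconclusive = mean and replicate majority disagree about reaching 10%; inactive = mean and most replicates under 10%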
HSP90 refold inh = HSP90 inhibitors, primary screen, cell lysate, luminescence; 0.91% of 290,000 active; AID 1789, 2009; Rabbit reticulocyte lysate, luciferase refolding luminescence, 3 h; Heat shock protein HSP 90 (rabbit reticulocyte lysate; luciferase refolding); inhibition, % at 5.6 µM;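 active = inhibition above the screen-wide mean plus 3 SD, computed separately per campaign, cut at about 16% in these data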;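 also: 0% = DMSO wells and 100% = 60 µM geldanamycin wells; inhibitors lower the luminescence because luciferase stays unfolded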
HDAC3 inhib = HDAC3 deacetylase inhibitors, primary screen, biochemical, fluorescence, cell-free homogeneous. recombinant HDAC3, fluorogenic peptide/trypsin coupled. Histone deacetylase 3 (Homo sapiens), O15379. 0.15% of 320,000 active. inhibition, % at 8.3 µM; in the data active = inhibition above about 26%, passing the limit was not always enough; inconclusive = no clear call, values can overlap the other calls
Target sequence (O15379 whole entry, looked up): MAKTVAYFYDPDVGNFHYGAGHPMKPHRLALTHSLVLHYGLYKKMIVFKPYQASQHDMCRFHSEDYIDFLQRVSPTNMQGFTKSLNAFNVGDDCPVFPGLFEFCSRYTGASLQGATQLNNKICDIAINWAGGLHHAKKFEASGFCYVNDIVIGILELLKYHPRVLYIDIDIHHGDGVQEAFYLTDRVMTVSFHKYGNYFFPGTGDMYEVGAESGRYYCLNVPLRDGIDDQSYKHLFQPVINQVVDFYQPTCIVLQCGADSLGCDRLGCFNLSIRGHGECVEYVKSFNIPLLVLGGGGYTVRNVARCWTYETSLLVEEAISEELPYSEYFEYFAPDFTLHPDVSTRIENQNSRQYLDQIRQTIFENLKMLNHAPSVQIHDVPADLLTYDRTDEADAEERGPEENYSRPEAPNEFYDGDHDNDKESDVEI
HSF-1 act = HSF-1 activators, primary screen, NIH3T3-HGL cells, MG132 stress, luminescence, single point; AID 504408, 2011; 1.7% of 300,000 active; NIH3T3-HGL HSF-1 luciferase reporter, 8 h; 100% = twice DMSO control signal; activation, % at 9 µM;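 active = mean replicate activation of at least 50% with a set share of replicates each reaching 50%; inconclusive = only one of those two conditions met; inactive = mean below 50% and too few replicates reaching it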;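 also: 0% = median of the neutral control wells and 100% = twice that signal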
aSyn 5UTR inh = MLPCN primary screen, SNCA 5' untranslated region; alpha-synuclein 5'UTR reporter, inhibitor activity; inhibition, % (tested at 7.5 µM); 0.82% of 300,000 active; in the data active = inhibition above about 60%; inconclusive = no clear call, values can overlap the other calls;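 also: H4 neuroglioblastoma cells stably carrying SNCA 5'UTR luciferase fusion; 0% = DMSO wells and 100% = positive control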
IEC-6 tox = cytotoxicity in IEC-6 intestinal epithelial cells, primary screen, cytotoxicity control for KLF5 inhibitor project, cell-based, luminescence; IEC-6 cytotoxicity, luminescence viability; 0.78% of 290,000 active; inhibition, % at 5 µM; in the data active = inhibition above about 22%;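 also: 0% = plate median of test compound wells and 100% = cytotoxic reference compound wells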
KLF5 inh = KLF5 expression inhibitors, primary screen, DLD-1 cells, luminescence. DLD-1 KLF5 promoter-luciferase reporter. inhibition, % at 5 µM. 0.23% of 290,000 active;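 active = inhibition above a per-plate limit of that plate's mean compound inhibition plus 3 SD, cut at about 60% in these data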;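 also: 0% = DMSO wells and 100% = LY294002 at 200 µM; higher means less KLF5 promoter-driven luciferase light; inactives centre near -14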
HSF1 inh = HSF1 inhibitors in luciferase reporter cells, primary screen, cell-based, NIH3T3, luminescence; NIH3T3-HGL HSE-luciferase, MG132-induced, luminescence 8 h; hits give low values; activity change, negative = inhibition, % at 7.5 µM (by protocol); 0.77% of 300,000 active;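 active = more than half of replicate wells show activity change below -50%, luminescence cut by over half; inconclusive = some wells, but at most half, below -50%; inactive = no replicate well below -50%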;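 also: luciferase reports HSF-1 transcriptional activity via heat shock element; 0% = median of DMSO wells and -100% = zero luminescence signal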
Platelet DG rel = inhibitors of platelet dense granule secretion, primary screen, cell-based, MLPCN, human platelets; human platelet-rich plasma, SFLLRN dense granule ATP release, luminescence; AID 1663, 2009; 0.22% of 300,000 active; inhibition, %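 (compounds screened at 7.5 µM in platelet-rich plasma)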;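 active = mean replicate score, as percent of positive control, at or above 50; inconclusive = mean below 50 but at least one replicate at or above 50; inactive = mean and every replicate below 50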
AI-2 QS modul = Vibrio harveyi AI-2 quorum sensing modulators, primary screen, JMH597 strain, luminescence/OD600 ratio; AID 2094, 2009; activity change, % at 7.5 µM; 0.4% of 300,000 active; Vibrio harveyi JMH597 AI-2 luminescence/OD600 ratio, 9 h; hits give low values; strain lacks LuxN and CqsS sensors; 0 = neutral-control median; in the data active = activity change below about -75%, passing the limit was not always enough; inconclusive = no clear call, values can overlap the other calls;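 also: luminescence divided by OD600 gain over 9 h not by final OD600 alone; inactives centre near 13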
* = called active by the depositor; u = inconclusive; x = not tested or not shown.

Results follow in this order: HIF act	HSP90 refold inh	HDAC3 inhib	HSF-1 act	aSyn 5UTR inh	IEC-6 tox	KLF5 inh	HSF1 inh	Platelet DG rel	AI-2 QS modul
CCOC(=O)c1[nH]c2c(c1-c1ccccc1)C(=O)CC(c1ccc(OC)c(OC)c1)C2 (centres undefined)
  -0.3	0	-1	-3	-34	5	-4	0	5	18
Cc1ccc(-c2cc(C(=O)O)n[nH]2)o1
  0.1	4	1	-7	17	1	10	-4	-4	18
CC(O)CNc1nc2ccccc2n1CC(=O)NCCc1ccc(Cl)cc1 (centres undefined)
  -0.3	5	1	-1	25	-1	-9	0	29	19
CCOC(=O)c1c(C2CC2)csc1NC(C)=O
  -0.6	2	-2	17	30	2	14	4	-4	14
CCCCc1noc2c1/C(=N\O)CC(c1ccccc1)C2 (centres undefined)
  2.0	1	0	22	-77	-4	11	11	-12	8
COC(=O)CCC(=O)OC1(C)C(=O)C2=CN(CCCOC(C)C)C(c3ccc(OC)cc3)=CC2=C(Br)C1=O (centres undefined)
  0.1	x	1	-20	10	x	x	-7	4	16
Cc1cc(C)c2c(N)c(C(=O)NCC3CCCCC3)sc2n1
  0.1	1	-9	15	-60	1	-79	17	-9	7
Cc1ccc(Cl)cc1N1CCN(S(=O)(=O)c2cnc[nH]2)CC1
  -0.2	1	x	-16	16	4	-17	-9	1	26
CCOc1ccc(Oc2c(/C=N/NC(C)=O)c(C)nn2-c2ccccc2)cc1
  -0.1	-3	1	2	38	2	-17	1	-4	5
C=C(C)C(=O)Nc1cccc(C2=NOC3(C2)C[C@H](C(N)=O)N(C(=O)CC#N)C3)c1 (some centres undefined)
  0.2	x	-2	3	-11	x	x	-2	-2	19
CSc1ccc(Cl)c(C(=O)Nc2ccc(OCC(N)=O)cc2)c1
  0.0	-5	0	-9	15	1	-21	-4	8	u
CONc1nc2nonc2nc1NOC
  -0.1	4	2	x	-22	3	-66	x	-9	0
O=C(CN(Cc1ccc(Cl)cc1)C(=O)c1csnn1)NCc1ccccc1
  0.1	-4	0	6	4	-4	-2	10	-56	3
Cc1cc(C)c(NC(=S)NC(NC(=O)c2ccccc2)C(Cl)(Cl)Cl)c(C)c1 (centres undefined)
  -0.1	-4	2	12	3	1	-16	3	-7	10
COc1cccc(CN(Cc2ccco2)C(c2ccc(F)cc2)c2nnnn2C(C)(C)C)c1 (centres undefined)
  -0.2	2	6	-11	31	3	-5	-9	-17	21

Compound profiles, as listed above. Order of values: HIF act | HSP90 refold inh | HDAC3 inhib | HSF-1 act | aSyn 5UTR inh | IEC-6 tox | KLF5 inh | HSF1 inh | Platelet DG rel | AI-2 QS modul
CONc1nc2nonc2nc1NOC is entered as -0.1 | 4 | 2 | x | -22 | 3 | -66 | x | -9 | 0
CC(O)CNc1nc2ccccc2n1CC(=O)NCCc1ccc(Cl)cc1 (centres undefined) is entered as -0.3 | 5 | 1 | -1 | 25 | -1 | -9 | 0 | 29 | 19
Cc1ccc(-c2cc(C(=O)O)n[nH]2)o1 is entered as 0.1 | 4 | 1 | -7 | 17 | 1 | 10 | -4 | -4 | 18
CCOC(=O)c1[nH]c2c(c1-c1ccccc1)C(=O)CC(c1ccc(OC)c(OC)c1)C2 (centres undefined) is entered as -0.3 | 0 | -1 | -3 | -34 | 5 | -4 | 0 | 5 | 18

(more compounds)
Results follow in this order: HIF act	HSP90 refold inh	HDAC3 inhib	HSF-1 act	aSyn 5UTR inh	IEC-6 tox	KLF5 inh	HSF1 inh	Platelet DG rel	AI-2 QS modul
O=C(O)c1ccccc1CSc1nc2ccccc2n1Cc1ccccc1C(=O)O
  0.0	2	2	-22	1	0	-30	-13	-2	28
O=C(CCS(=O)(=O)c1ccc(Br)s1)NC1CCCCCC1
  -0.2	4	4	14	1	2	-31	-2	-5	8
CCc1cccc(OCC2Cn3c(nc4c3c(=O)n(C)c(=O)n4C)O2)c1 (centres undefined)
  -10	5	2	-1	10	10	-8	-1	-12	-3
O=C(N/N=C/c1ccc[nH]1)c1ccccc1OCc1ccc(F)cc1
  0.1	-2	4	6	11	-1	-18	1	8	19
CC(=O)Nc1ccc(S(=O)(=O)N[C@@H](C)C(=O)N2CCN(c3ccccn3)CC2)cc1
  0.2	x	-5	-7	5	x	x	-6	-6	18
CCc1ccc(NC(=S)NCc2cccnc2)cc1
  0.0	1	-4	-4	-18	4	-34	1	-3	7
CC(C)OCCCNC(=O)C1CCC(=O)N1C(C)C (centres undefined)
  -0.7	0	1	5	10	0	-13	-5	-7	9
C/C(=N\O)C(C)(C)Nc1ccc(F)cc1
  -0.1	2	1	10	-1	-5	-10	0	-2	22
C#CCOCCOCCOCCNc1nc(N2CCN(C(=O)C([C@@H](C)CC)n3cc(C(N)CO)nn3)CC2)nc(N2CCN(C(=O)C([C@@H](C)CC)n3cc(C(N)COC(=O)C(F)(F)F)nn3)CC2)n1 (some centres undefined)
  -1.1	x	-3	-18	16	x	x	-1	4	1
Cc1ccc(NS(=O)(=O)c2ccc(NC(=O)c3cccs3)cc2)cc1
  -0.3	-1	-5	11	5	-2	19	4	-5	19
CCn1c(-c2cc(-c3ccccc3)sc2N)n[nH]c1=S
  0.5	-3	6	64*	1	-9	0	29	14	4
CCOc1cc(-c2nc3ccccc3s2)ccc1O
  2.2	-1	-104	17	-98	2	-55	-2	-10	14
COc1cccc(CNC(=O)CCCc2cn(C)c3ccccc23)c1
  -0.2	-4	1	2	16	-8	-20	4	-2	-16
COC(=O)[C@H](CC(C)C)NC(=O)c1cc2c(cn1)[nH]c1ccccc12
  0.0	-1	-6	5	-20	-3	-53	6	1	21
CCOC(=O)c1c(S(=O)(=O)Nc2cccc(Cl)c2)c(C)n(C)c1C
  -0.6	4	-2	36	1	0	-35	18	-2	23

As entered above:
For IEC-6 tox, `O=C(O)c1ccccc1CSc1nc2ccccc2n1Cc1ccccc1C(=O)O` reads 0
For KLF5 inh, `Cc1ccc(-c2cc(C(=O)O)n[nH]2)o1` reads 10

Continuation.
Results follow in this order: HIF act	HSP90 refold inh	HDAC3 inhib	HSF-1 act	aSyn 5UTR inh	IEC-6 tox	KLF5 inh	HSF1 inh	Platelet DG rel	AI-2 QS modul
COc1cccc(CNC(=O)c2cc(COc3c(F)cccc3F)on2)c1
  1.1	-2	x	-8	-35	6	-20	4	1	-12
Cc1ccnc(NS(=O)(=O)c2cnc(Cl)c(Br)c2)c1
  -0.3	-2	0	0	-6	-5	-13	-2	7	21
CC(C)C(NC(=O)Cc1ccccc1[N+](=O)[O-])C(C)C
  -0.3	-2	-3	-13	4	6	0	-11	-7	19
O=C(/C=C/c1ccc(Cl)cc1)Nc1ccc(N2CCCCC2)cc1
  0.4	2	3	30	-19	-3	-8	10	9	-10
COc1ccc(C(C(=O)NC2CCCCC2)N(C(=O)c2ccccn2)c2cccnc2)c(OC)c1 (centres undefined)
  0.0	-2	0	0	-5	2	15	-6	-20	17
CC(CN)(NS(=O)(=O)c1ccccc1)c1ccccc1 (centres undefined)
  -21	2	-4	38	-1	3	-23	5	-3	-4
CCN(c1ccccc1)S(=O)(=O)c1ccc(C(C(=O)OC)C(=O)OC)c([N+](=O)[O-])c1
  -0.1	-1	1	-4	-9	3	0	2	-7	13
CC(C)C[C@H](NC(=O)c1nc[nH]c1C(=O)N1CCC(C)CC1)C(=O)OC(C)(C)C
  0.5	x	6	1	14	x	x	-1	1	17
O=C(OCCOCn1cc(Br)c(=O)[nH]c1=O)c1ccccc1
  -0.2	x	-6	-1	-14	x	x	3	3	19
COc1ccccc1/C=C/C=C1\Oc2c(ccc(O)c2CN(C)C)C1=O
  -0.1	8	10	7	0	0	-2	3	5	21
CCN(CC)S(=O)(=O)c1cccc(NC(=O)COc2ncnc3sccc23)c1
  0.2	-2	3	-5	14	2	-26	-4	2	-17
COC(=O)Cc1c(O)ccn(CCc2ccccc2)c1=O
  -0.4	0	-1	-7	17	8	-19	-4	1	29
COc1ccc(-c2ccc(-c3noc(-c4ccccc4F)n3)c(OC)n2)cc1
  -0.2	0	x	17	11	5	-13	-11	6	13
O=[N+]([O-])c1ccc(O)c(/C=N/Nc2ccccc2Cl)c1
  1.3	-2	2	25	-85	2	-42	6	0	9
O=C(O)c1ccc(CSc2ccccn2)cc1
  -0.4	4	-9	9	-1	0	-67	-9	-3	19
CCCc1nnc(SCC(=O)N2CCCCC2C)n1CC1CCCO1 (centres undefined)
  -0.2	1	3	-8	19	-6	-14	-10	-5	2
CC(C)CC(=O)NC(NC(=S)Nc1sc2c(c1C#N)CCCC2)C(Cl)(Cl)Cl (centres undefined)
  0.4	2	1	-33	-12	6	10	-33	5	11
C=CCn1cnc2scc(-c3ccc(OC)cc3)c2c1=O
  1.0	-3	-3	11	36	7	-9	3	-2	25

Compounds as they come; any-hit rate near 5%.
